# Screens: PubChem BioAssay, several laboratories
# hK5 inh = human KLK5 protease inhibitors, primary screen, biochemical, 1536-well; Kallikrein-5 (Homo sapiens), Q9Y337; recombinant hK5, fluorogenic AMC substrate cleavage; inhibition, % at 5 µM; 210,000 compounds, 0.59% hits;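 active means inhibition of 40% or more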;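 further: 0% = enzyme controls without compound and 100% = no-enzyme blanks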
# Target sequence (Q9Y337 67-293 limits assumed): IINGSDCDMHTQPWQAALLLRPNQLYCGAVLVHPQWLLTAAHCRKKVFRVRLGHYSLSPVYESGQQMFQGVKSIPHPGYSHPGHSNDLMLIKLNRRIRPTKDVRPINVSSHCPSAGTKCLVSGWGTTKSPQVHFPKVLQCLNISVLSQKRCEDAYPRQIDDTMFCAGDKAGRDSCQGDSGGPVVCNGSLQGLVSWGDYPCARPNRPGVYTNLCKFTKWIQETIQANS
# Thrombin inh = human alpha-thrombin inhibitors, primary screen, counter-screen for coagulation protease inhibitor project, biochemical, 1536-well, fluorogenic AMC substrate | AID 1046, 2008 | Prothrombin (Homo sapiens), P00734 | Boc-VPR-AMC fluorogenic substrate cleavage | inhibition, % at 5 µM | 220,000 compounds, 0.26% hits;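 active means inhibition at or above 40%; inactive means inhibition below 40%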;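 further: 0% = enzyme with no compound and 100% = wells without enzyme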
#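 signal = AMC fluorescence, 355/460 nm | material = human alpha-thrombin enzyme | control set = enzyme without compound as high, wells lacking enzyme as low | times = reaction at room temperature | read-out basis = percent inhibition scaled between no-compound controls and no-enzyme blanks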
# Runt-CBFb FRET = inhibitors of RUNX1 Runt–CBFb binding, primary screen, biochemical, FRET, Cerulean-Runt, Venus-CBFb, uHTS | Cerulean-Runt/Venus-CBFb FRET ratio 530/480, 1 h | inhibition, % at 20 µM | 220,000 compounds, 0.46% hits | AID 1496, 2009;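 active means inhibition over about 50% at 20 µM in the single-dose screen, limit read from the data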;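 further: 0% = DMSO wells and 100% = excess unlabeled CBFb competitor control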
#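 Doses: 20 µM compound in 1% DMSO | Material: Cerulean-labeled Runt domain protein | Amount: Each fluorescent fusion protein 100 nM | Schedule: Two 1 h room-temperature incubations shielded from light | Measured by: FRET fluorescence | Evaluation: Loss of energy transfer signal | Controls: Unlabeled CBFb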
# Wee1 degr inh = Wee1 degradation inhibitors, primary screen, cell-based, HeLa, Wee1K328M-luciferase, luminescence. Wee1-like protein kinase (Homo sapiens), P30291. 220,000 compounds, 1.2% hits. AID 1321, 2008. HeLa Luc-Wee1K328M stability; 100% = proteasome inhibitor MG132 effect. reporter increase, % at 5 µM;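 active means activation above the mean of all tested compounds plus 3 SD, set per screening run, cut at about 8.8% in these data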;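 further: cells exposed to compound for 20 h before luminescence read; 0% = DMSO alone and 100% = MG132 at 30 µM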
# Runt-SMMHC FRET = inhibitors of RUNX1 Runt–CBFb-SMMHC binding, primary screen, biochemical, FRET, Cerulean-Runt, Venus-CBFb-SMMHC, uHTS; AID 1434, 2008; inhibition, % at 20 µM; 220,000 compounds, 0.74% hits; Cerulean-Runt/Venus-CBFb-SMMHC FRET ratio 530/480, 1 h; Runt-related transcription factor 1 (Homo sapiens) + Core-binding factor subunit beta …;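 active means mean inhibition across duplicate retests at 20 µM reaching about 50%, limit read from the data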;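 further: 0% = DMSO wells and 100% = wells with excess untagged CBFb-SMMHC; inhibitors lower the FRET ratio by blocking Runt binding to CBFb-SMMHC; some results filed as inactive read as strong as hits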
# FXIIa inh 1536 = human FXIIa protease inhibitors, primary screen, biochemical, 1536-well; Coagulation factor XII (Homo sapiens), P00748; purified FXIIa, Boc-QGR-AMC fluorogenic substrate, 2 h; inhibition, % at 5 µM; 220,000 compounds, 0.3% hits; AID 800, 2007; in the data active means inhibition above about 40%;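 further: 0% = enzyme with no compound and 100% = blank without enzyme; many of its hits are not listed in these tables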
# FXIa inh = human FXIa protease inhibitors, primary screen, biochemical, 1536-well; Coagulation factor XI (Homo sapiens), P03951; purified FXIa, Boc-Glu-Ala-Arg-AMC fluorogenic substrate; inhibition, % at 5 µM; 220,000 compounds, 0.14% hits;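 active means inhibition of at least 40%; inactive means inhibition below 40%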;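 further: fluorescence of freed AMC excited at 355 nm; 0% = enzyme without compound and 100% = no enzyme blank; many of its hits are not listed in these tables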
# Target sequence (P03951 19-387 limits assumed): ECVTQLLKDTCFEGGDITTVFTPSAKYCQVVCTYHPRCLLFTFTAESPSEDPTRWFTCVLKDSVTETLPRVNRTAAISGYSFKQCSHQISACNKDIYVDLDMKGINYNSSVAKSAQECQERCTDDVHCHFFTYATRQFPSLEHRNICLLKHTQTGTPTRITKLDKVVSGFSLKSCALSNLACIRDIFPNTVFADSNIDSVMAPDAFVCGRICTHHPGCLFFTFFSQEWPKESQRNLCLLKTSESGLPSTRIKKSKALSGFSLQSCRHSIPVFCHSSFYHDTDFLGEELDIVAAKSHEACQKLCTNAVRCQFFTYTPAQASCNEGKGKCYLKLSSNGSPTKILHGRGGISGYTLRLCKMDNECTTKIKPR
# Target sequence (P03951 388-625 limits assumed): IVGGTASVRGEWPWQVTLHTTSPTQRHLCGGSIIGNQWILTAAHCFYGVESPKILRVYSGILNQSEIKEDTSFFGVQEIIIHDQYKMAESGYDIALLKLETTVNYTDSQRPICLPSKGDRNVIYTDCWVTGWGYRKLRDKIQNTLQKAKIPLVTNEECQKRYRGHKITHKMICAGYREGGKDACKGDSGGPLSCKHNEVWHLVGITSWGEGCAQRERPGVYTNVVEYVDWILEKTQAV
# 14-3-3 Bad inh = inhibitors of 14-3-3 zeta/Bad binding, primary screen, biochemical, TR-FRET, bovine 14-3-3 zeta. 14-3-3 protein zeta/delta (Bos taurus), P63103. TR-FRET 14-3-3zeta/Dy647-pBad peptide displacement, 1 h. inhibition, % at 21.7 µM. 220,000 compounds, 0.71% hits. AID 781, 2007;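 active means inhibition above about 70%, limit read from the data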;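 further: 0% = full 14-3-3 plus peptide FRET controls and 100% = background without 14-3-3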
# Target sequence (P63103 whole entry, looked up): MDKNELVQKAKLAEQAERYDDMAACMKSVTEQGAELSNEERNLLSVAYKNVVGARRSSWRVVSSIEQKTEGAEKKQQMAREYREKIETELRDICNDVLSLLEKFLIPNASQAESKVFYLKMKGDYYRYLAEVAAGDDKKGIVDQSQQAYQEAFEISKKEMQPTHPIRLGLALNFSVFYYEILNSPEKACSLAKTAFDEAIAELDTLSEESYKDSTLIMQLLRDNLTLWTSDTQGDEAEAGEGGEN
# Hck Nef HTS = inhibitors of Nef-activated human Hck kinase, primary screen, biochemical, Z-Lyte FRET, 384-well, Hck-YEEI. Tyrosine-protein kinase HCK (Homo sapiens), P08631. Recombinant Hck-YEEI plus Nef, Z-Lyte FRET kinase assay. inhibition, % at 20 µM. 220,000 compounds, 0.68% hits;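 active means Hck-Nef kinase inhibition above about 50%, limit read from the data; inactive means inhibition below that limit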;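 further: 0% = DMSO with Hck plus Nef and 100% = Hck alone without Nef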
# An asterisk follows results filed as active; · = no result given; [ ] = remark or other dose.
SMILES,hK5 inh,Thrombin inh,Runt-CBFb FRET,Wee1 degr inh,Runt-SMMHC FRET,FXIIa inh 1536,FXIa inh,14-3-3 Bad inh,Hck Nef HTS
CCCS(=O)(=O)N1CCN(c2ccccc2F)CC1,-10,0,-1,-2,-4,13,5,1,-2
O=C(Nc1cccc2nsnc12)C1CC(=O)N(c2ccccc2)C1 (stereo not given),-19,3,-3,-2,-16,15,1,-3,4
O=C(N/N=C/c1ccc2cccc(OCc3ccccc3)c2n1)c1ccc(Cl)cc1,-50,-2,-4,0,-6,11,-4,14,1
CCn1c(NN)nc2sc3c(c2c1=O)CCC3,-34,-19,15,-2,7,13,-4,-5,4
CCOCCn1c(CN2CCOCC2)nc2c1c(=O)[nH]c(=O)n2C,41*,-6,-1,2,-1,2,-7,5,2
CC(=O)C1=C(C)NC(SCC(=O)c2ccc(-c3ccccc3)cc2)=C(C#N)C1c1cccnc1 (stereo not given),9,1,·,0,-80,13,-2,-15[fluorescence artefact?],1
Cc1ccc(-c2csc(=Nc3cccnc3)n2CCCn2ccnc2)cc1C,-18,-10,-3,-4,-30,1,-3,-9,2
COC(=O)C(NS(=O)(=O)c1ccc(C)cc1)c1ccccc1 (stereo not given),6,-1,1,3,-3,12,0,16,16
CCOC(=O)C(=CN=C(N)Nc1nc2ccccc2o1)C(=O)OCC,-4,-3,2,0,1,7,1,-19,0
COc1ccc(/C=N/NC(=O)Cc2cc(OC)c(OC)cc2[N+](=O)[O-])cc1,-3,-2,0,-2,3,10,10,-3,4
COCCNC(=O)CCCC(=O)NCCOC,-6,0,0,2,2,5,4,-2,-1
COc1cc([N+](=O)[O-])cc(/C=N/NC(=O)Cn2cncn2)c1O,-20,5,-3,3,2,12,0,1,10
COC(=O)C1=C(C)N(C)C(=S)NC1c1ccccc1 (stereo not given),-3,1,-3,2,-3,7,12,2[fluorescence artefact?],3
COc1nc(N)c(S(=O)(=O)c2ccccc2)cc1C#N,-5,4,40,-3,99*,13,6,·,5
Cc1cccc(N2CCN(C(=O)C(C)C)CC2)c1C,-3,3,-1,2,0,31,21,2,-24
O=C(COC(=O)[C@H](Cc1ccccc1)NC(=O)c1cccs1)Nc1c(Cl)cccc1Cl,-2,-8,-1,2,-2,-2,-3,2,-2
COc1ccc(Cl)c(Cn2c(NCC(C)O)nc3c2c(=O)n(C)c(=O)n3C)c1 (stereo not given),-11,4,0,2,-6,13,6,-9,2
Cc1ccccc1OCC(=O)NN1C(=O)C2C3C=CC(O3)C2C1=O (stereo not given),3,2,13,5,12,8,1,-2,-3
Cn1nc(C(C)(C)C)cc1NC(=O)Nc1cc(Cl)cc(Cl)c1,-3,-5,1,-1,-6,2,2,-4,1
COc1cc(NC(=O)c2ccccc2)c(OC)cc1Cl,-9,-5,0,0,2,6,1,-2,5
S=C(NCCc1ccccc1)Nc1ccccc1Cl,-18,-5,3,0,-3,4,-2,-4,2
O=C(Nc1ccccc1)N(C1=NCCC1)c1ccccc1,1,-1,0,0,-1,8,4,-8,-2
COc1nc(NS(=O)(=O)c2ccc(C)cc2)nc(C)c1Cl,1,2,0,-2,-5,8,-3,-15,9
CCN(NC(=O)C(O)(c1ccc(F)cc1)c1ccc(F)cc1)C(=O)c1ccccc1,-5,3,1,1,2,8,13,6,2
COC(=O)c1ccc(COc2ccc(-c3nnn(CC(N)=O)n3)cc2)cc1,-4,9,0,1,1,3,-4,38,22
O=C(NCCO)c1ccc(CSc2nc3ccccc3[nH]2)cc1,-13,-8,-2,-1,1,2,-2,-4,1
CCNC(=O)CC(=O)Nc1ccccc1C(=O)O,3,-2,-1,-3,0,12,0,1,1
COC(=O)c1cc(Br)c(=O)n(Cc2ccc3c(c2)OCO3)c1,0,-1,0,-1,-2,17,4,2,1
Cc1cc(C)c(C#N)c(SCC(=O)Nc2ccccc2)n1,-2,-4,0,4,-6,2,-3,-3,18
COc1ccc(Cl)cc1NC(=O)CSc1nnc(Cn2c(=O)sc3ccccc32)n1C,-5,-3,-3,3,3,12,4,14,1
COC(=O)c1ccc(N2CCN(S(=O)(=O)c3ccc(Br)cc3)CC2)c([N+](=O)[O-])c1,2,2,-3,-3,-1,22,8,7,-1
O=C(CN(C(=O)CCNC(=O)c1ccco1)c1ccccc1)NC1CCCC1,2,-3,1,6,-2,9,-5,2,0
C(=C\c1ccccc1)/C=N/n1cnnc1,2,1,-4,0,1,12,-3,2,1
O=C(CSc1ncn(-c2ccccc2)n1)Nc1nccs1,-19,-12,-5,1,-1,-8,-7,16[fluorescence artefact?],4
O=C(CCNS(=O)(=O)c1ccc(Br)s1)NCc1ccc2c(c1)OCO2,-9,-9,0,9,-2,3,1,-12,20
Cc1cc2nc3ccc(=[N+](C)C)cc-3sc2cc1N,-1,1,26,-2,-6,6,-2,-125,1
Cc1ccc(N=C2N=C(N)c3ccccc32)c(C)c1,-1,-4,-1,0,-4,8,2,12,1
COc1ccc(OC)c(CCNC(=O)CS(=O)(=O)Cc2nc(-c3ccc(C)cc3)oc2C)c1,-6,1,-2,-1,1,14,5,-2,1
COc1ccccc1OCc1cc(-c2ccccc2)no1,-7,3,-2,4,-4,5,-2,2,7
CC1=CC(C)(C)n2c(O)c(N=NC(N)=S)c3c(C)ccc1c32,-9,7,-2,-2,2,4,13,-8,4
C=CCNc1nc(Cl)nc(Nc2ccc(OC)cc2OC)n1,0,6,1,6,0,7,-3,-10,23
COc1ccc(-c2c(C(F)(F)F)nn(C)c2NC(C)=O)cc1,6,-1,1,6,-2,8,3,5,14
Cc1cccc(NS(=O)(=O)c2cccc([N+](=O)[O-])c2)n1,7,-8,0,5,-2,11,-2,-6,22
Cc1ccc2c(N)[nH]nc2n1,0,-6,1,2,-5,2,-2,7,21
CCCn1c2c(c(=N)c3c1CCC3)CCC2,0,0,-12,0,-2,9,1,9,15
CCCCCn1c(Br)nc2c1c(=O)n(CC(N)=O)c(=O)n2C,-10,5,-2,-2,2,12,1,-11[fluorescence artefact?],2
CCCCNC(=O)/C(C#N)=C/c1ccc(F)cc1F,-1,-2,1,3,3,4,-1,0,17
CCc1ccc(-n2c(C)cc(/C=N/NC(=O)c3ccncc3)c2C)cc1,-5,7,0,-3,-4,4,1,-17,10
Cc1cccc(-c2nsc(SCC(=O)Nc3cc(C)on3)n2)c1,-29,4,4,-2,0,16,2,-7,-1
COc1ccc(CNC(=O)C2CCC(=O)N2C(C)C)c(OC)c1 (stereo not given),2,-3,0,-2,2,7,1,4,22
CCCn1c(SCC(=O)Nc2ccccc2Cl)n[nH]c1=O,5,1,2,3,7,10,2,3,14
CCOC(=O)c1sc(NC(=O)COC(=O)C(CCSC)NC(C)=O)nc1C (stereo not given),-23,-6,2,0,2,3,-9,-13[fluorescence artefact?],1
C/C(=N\Nc1nc(N)cc(Cl)n1)c1cccc(N)c1,-10,-2,0,4,-1,-1,-5,-13,-21
CCOC(=O)C1C(=O)NC(SCC(=O)Nc2nccs2)=C(C#N)C1c1ccccc1OCC (stereo not given),-5,5,6,4,11,9,1,-8,23
CCOc1ccc(C)cc1S(=O)(=O)N1CCCCC1,2,3,0,0,-1,11,4,2,10
C#CCn1c(=NC(=O)CN2C(=O)CCC2=O)sc2cccc(OC)c21,2,-4,1,-3,3,7,8,-7,14
NS(=O)(=O)c1ccc(Nc2nc(-c3ccc(O)cc3)cs2)cc1,-8,-9,4,1,-3,19,-5,13[fluorescence artefact?],2
CCOc1ccccc1NC(=O)C1CCCN(S(=O)(=O)c2ccc(OC)c(C)c2)C1 (stereo not given),-7,3,1,1,3,22,7,2,12
COc1ccc(-c2nc(N3CCOCC3)nc3n[nH]c(N)c23)cc1,-12,-10,0,-3,1,11,-2,1,64*
CCOc1ncccc1C(=O)Nc1ccc(F)c(F)c1,-9,-2,-3,1,-2,-7,-1,3,24

# Part of the list above, reduced to hK5 inh:
Structure,hK5 inh
Cn1nc(C(C)(C)C)cc1NC(=O)Nc1cc(Cl)cc(Cl)c1,-3
COc1cc([N+](=O)[O-])cc(/C=N/NC(=O)Cn2cncn2)c1O,-20
COC(=O)c1ccc(N2CCN(S(=O)(=O)c3ccc(Br)cc3)CC2)c([N+](=O)[O-])c1,2
Cc1cccc(N2CCN(C(=O)C(C)C)CC2)c1C,-3
COc1ccc(-c2c(C(F)(F)F)nn(C)c2NC(C)=O)cc1,6
Cc1ccc(N=C2N=C(N)c3ccccc32)c(C)c1,-1
COc1ccc(Cl)cc1NC(=O)CSc1nnc(Cn2c(=O)sc3ccccc32)n1C,-5

# The list goes on.
SMILES,hK5 inh,Thrombin inh,Runt-CBFb FRET,Wee1 degr inh,Runt-SMMHC FRET,FXIIa inh 1536,FXIa inh,14-3-3 Bad inh,Hck Nef HTS
COc1cc(-c2nnc(SCc3cc(=O)oc4cc(C)ccc34)o2)cc(OC)c1OC,1,-1,-9,-3,-1,12,8,1,2
CN1C2=NCCN2C(=O)c2ccccc21,-3,-2,0,-1,1,1,-3,-6,9
Cn1c(SCc2nnc(-c3ccc(F)cc3)o2)nnc1C1COc2ccccc2O1 (stereo not given),-7,6,-2,2,-2,21,8,3,2
CC(=O)NC(CC(=O)O)c1ccccc1 (stereo not given),-2,-4,2,-2,-3,1,-5,7,4
NC(=O)c1c(NC(=O)C2CCCO2)sc2c1CCCCC2 (stereo not given),-11,-6,12,3,1,6,8,16,13
Cc1ccc2cc3cc(C(=O)NCCC(C)C)oc3nc2c1,-4,-5,1,-1,4,0,-7,0,9
CCCCc1c(O)nc(SCC(=O)NCCc2ccc(OC)c(OC)c2)[nH]c1=O,-10,3,0,1,-1,28,7,-6[fluorescence artefact?],0

# Sorted by molar mass (falling): part of the list above.
SMILES,hK5 inh,Thrombin inh,Runt-CBFb FRET,Wee1 degr inh,Runt-SMMHC FRET,FXIIa inh 1536,FXIa inh,14-3-3 Bad inh,Hck Nef HTS
COc1cc(-c2nnc(SCc3cc(=O)oc4cc(C)ccc34)o2)cc(OC)c1OC,1,-1,-9,-3,-1,12,8,1,2
CCCCc1c(O)nc(SCC(=O)NCCc2ccc(OC)c(OC)c2)[nH]c1=O,-10,3,0,1,-1,28,7,-6[fluorescence artefact?],0
CN1C2=NCCN2C(=O)c2ccccc21,-3,-2,0,-1,1,1,-3,-6,9

# With a hit mark in Runt-SMMHC FRET (from the list above):
canonical_smiles	hK5 inh	Runt-CBFb FRET	Wee1 degr inh	Runt-SMMHC FRET	FXIIa inh 1536	FXIa inh	14-3-3 Bad inh	Hck Nef HTS
COc1nc(N)c(S(=O)(=O)c2ccccc2)cc1C#N	-5	40	-3	99*	13	6	·	5
